# BRCA1 expr act: BRCA1 expression activation; actives 1.1% (n = 380,000); Potency, µM (highest dose often 46.1 µM), inactives show at the highest dose activation, actives largely listed as activators; AID 624202; MCF7-BRCA1-FFLuc reporter, luminescence, 48 h; response scale: scaled: vehicle 0%, 10 µM genistein 100%; also: potency is read from the fitted curve at half-maximal effect; nearly all actives have a fitted effect of over 80% in size; some results filed as inactive show a strong effect at the top dose
#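 Luminescence from a BRCA1-driven firefly luciferase in MCF7 cells was the read-out, taken 15 min after substrate addition following 48 h compound exposure at 37 °C. Data were normalized to a 10 microM genistein control and DMSO vehicle.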
# RORgamma inh: blocks mouse ROR gamma transcriptional activity. P51450. Drosophila S2 Gal4-RORgamma UAS-luciferase reporter, 20 h. Potency, µM (doses to about 53.6 µM), inactives show top-dose activity change, negative = inhibition, actives largely listed as inhibitors. actives 5.4% (n = 310,000). AID 2551; also: potency is read from the fitted curve at half-maximal effect; % is scaled to controls: 0 for no effect and ±100 for the full control effect; nearly all actives have a fitted effect of over 60% in size
# Target sequence (P51450 whole entry, looked up, the tested form may be a part): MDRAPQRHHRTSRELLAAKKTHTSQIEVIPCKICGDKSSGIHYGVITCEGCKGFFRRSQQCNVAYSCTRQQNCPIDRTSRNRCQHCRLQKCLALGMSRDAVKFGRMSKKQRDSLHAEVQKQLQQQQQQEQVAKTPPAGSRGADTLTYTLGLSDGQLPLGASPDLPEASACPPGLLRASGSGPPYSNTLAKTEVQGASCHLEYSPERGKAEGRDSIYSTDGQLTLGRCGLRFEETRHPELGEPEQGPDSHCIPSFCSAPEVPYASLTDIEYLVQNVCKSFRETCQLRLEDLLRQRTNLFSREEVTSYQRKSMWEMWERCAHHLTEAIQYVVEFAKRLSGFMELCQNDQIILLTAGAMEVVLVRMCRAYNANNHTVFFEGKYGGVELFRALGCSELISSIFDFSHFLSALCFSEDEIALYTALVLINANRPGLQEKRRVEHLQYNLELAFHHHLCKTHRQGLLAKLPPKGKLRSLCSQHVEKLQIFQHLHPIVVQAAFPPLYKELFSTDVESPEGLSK
#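 Drosophila Schneider cells stably carrying a metallothionein-driven Gal4 DBD–ROR gamma fusion and a UAS-Photinus luciferase reporter were exposed to compound for 1 hr, then induced with copper sulfate (700 uM final) for 20 hr at ambient temperature before luminescence reading.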
# FLuc counter: counter-screen for miR-21 project: firefly luciferase inhibitors or activators; AID 588342; P08659; Potency, µM (titrated, usually from 57.5 µM), for the others: at the highest dose activity change, negative = inhibition, actives largely listed as inhibitors; purified FLuc, Km substrates, luminescence inhibition; actives 6.9% (n = 360,000);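 also: potency is read from the fitted curve at half-maximal effect; plate controls were vehicle for no effect and reference inhibitor for full effect; nearly all actives have a fitted effect of over 55% in size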
#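 Purified P. pyralis luciferase (10nM final) with 10uM D-luciferin and 10uM ATP (Km levels) in 50mM Tris acetate pH 7.5, 10mM Mg acetate, 0.01% Tween-20, 0.05% BSA; qHTS 6-point titration, ~60 µM downward; luminescence read.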
# Tb PFK inh: T. brucei PFK enzyme inhibition; Potency, µM (top dose mostly 57.5 µM), for the others: at the top dose activity, negative = inhibition, usual class: inhibitors; actives 0.17% (n = 330,000); O15648; T. brucei PFK, ADP-Glo luminescence;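 also: potency is read from the fitted curve at half-maximal effect; 0% = uninhibited 1x PFK enzyme wells and -100% = no-enzyme wells; nearly all actives have a fitted effect of over 60% in size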
# Target sequence (O15648 whole entry, looked up): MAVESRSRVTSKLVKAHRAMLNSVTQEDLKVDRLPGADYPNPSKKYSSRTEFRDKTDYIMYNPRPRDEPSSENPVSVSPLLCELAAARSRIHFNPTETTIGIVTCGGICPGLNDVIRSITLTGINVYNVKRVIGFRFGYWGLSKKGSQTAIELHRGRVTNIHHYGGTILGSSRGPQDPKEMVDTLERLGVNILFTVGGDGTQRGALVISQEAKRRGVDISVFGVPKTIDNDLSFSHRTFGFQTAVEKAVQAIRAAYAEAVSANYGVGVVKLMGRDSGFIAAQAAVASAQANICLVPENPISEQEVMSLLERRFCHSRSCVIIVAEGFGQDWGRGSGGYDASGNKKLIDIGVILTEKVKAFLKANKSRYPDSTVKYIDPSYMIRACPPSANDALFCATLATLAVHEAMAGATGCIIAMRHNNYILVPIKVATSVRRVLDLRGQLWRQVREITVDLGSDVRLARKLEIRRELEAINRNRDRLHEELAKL
#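 Activity is normalized to no-enzyme wells (full inhibition) and 1.25 nM enzyme wells (no inhibition). Reaction: 0.5 mM F6P, 0.1 mM ATP, 45 min RT, ADP-Glo luminescence; concentration-response curves fitted and classed by quality.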
# TRPV1 ag: human TRPV1 agonism; TRPV1-expressing cells, Fluo-8 calcium influx, agonist mode; actives 0.19% (n = 320,000); activation, % at 8.33 µM; in the data active = activation above about 80%; inconclusive = between about 30% and that limit; also: 0% is about no effect
#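 Cells expressing TRPV1 were dye-loaded with Fluo-8 and read kinetically: 10 s baseline, 3 min after compound (agonist portion), then 2 min after EC20 capsaicin (allosteric enhancer portion). Calcium-bound dye fluorescence at 480/520 nm.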
# NPC1 promoter act: activators of NPC1 promoter. Potency, µM (highest dose often 9.22 µM), inactives show at the highest dose activation, usual class: activators. actives 2.4% (n = 320,000). Huh7 NPC1 promoter luciferase reporter, 24 h;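 also: potency is read from the fitted curve at half-maximal effect; % of control where 0% means no effect; nearly all actives have a fitted effect of over 60% in size; reporter is driven by a mutant NPC1 promoter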
#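 Huh7 reporter cells (NPC1 promoter driving luciferase) are dosed with compound for 24 h at 37 °C, 5% CO2; luciferase detection reagent is then added and luminescence measured after 10 min at ambient temperature.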
# p53 reactivation: re-activators of mutant p53. H1299 p53-A138V BP100-luciferase reporter, luminescence, 24 h. Potency, µM (doses to about 92.2 µM), inactives show top-dose activity change, positive = activation, most hits filed as activators. actives 0.063% (n = 320,000). AID 504706; also: potency is read from the fitted curve at half-maximal effect; % of control where 0% means no effect; nearly all actives have a fitted effect of over 45% in size
#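 H1299 (p53-null), stable ts p53-A138V + BP100-Luc; 1000 cells/well, Opti-MEM/10% FBS; cpd 4 pt, 1:5; 24 h, 37 deg C, 5% CO2; detection reagent 10 min RT; luminescence.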
# Rab9 promoter act: Rab9 promoter activation; Huh7 Rab9 promoter-luciferase reporter, luminescence, 24 h; Potency, µM (highest dose often 9.22 µM), for inactives: at the top dose activation, negative = inhibition, actives largely listed as activators; actives 2.8% (n = 320,000); AID 485297; also: potency is read from the fitted curve at half-maximal effect; % of control where 0% means no effect; nearly all actives have a fitted effect of over 60% in size
#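 Measured in stably transfected Huh7 cells bearing a Rab9 promoter–luciferase construct: 24 h compound treatment at 37 °C, followed by luminescence detection.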
# ELG1 repair inh: blocks ELG1-dependent DNA repair in HEK293T cells | HEK293T ELG1-luciferase reporter, luminescence, 16 h; DNA damage induced by 5-fluorouridine | actives 2.3% (n = 330,000) | AID 504467 | Potency, µM (top dose mostly 46.1 µM), inactives show at the top dose activity change, negative = inhibition, usual class: inhibitors; also: potency is read from the fitted curve at half-maximal effect; % is scaled to controls: 0 for no effect and ±100 for the full control effect; nearly all actives have a fitted effect of over 55% in size
#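 Step one: seed 2,000 cells per well. Step two: pin-transfer compound or DMSO alongside 5-fluorouridine. Step three: incubate 16 hr, 37 °C, 5% CO2. Step four: add ONE-Glo, wait 30 min, read luminescence.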
# ELG1 genotoxic: induces genotoxicity in HEK293T cells with luciferase-tagged ELG1 | HEK293T ELG1-luciferase reporter, luminescence, 16 h | Potency, µM (series often up to 46 µM), for inactives: at the top dose activity change, positive = activation, actives largely listed as activators | actives 1.3% (n = 330,000) | AID 504466; also: potency is read from the fitted curve at half-maximal effect; % of control where 0% means no effect; nearly all actives have a fitted effect of over 60% in size
#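 Luminescence read-out: rising ELG1-luciferase signal, reflecting elevated ELG1 protein under genetic stress, flags genotoxic compounds. Cells were treated for 16 hr at 37 °C before ONE-Glo detection.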
# VP16 counter: counter-screen for ROR gamma inhibitors: Gal4-VP16 reporter; Drosophila S2 Gal4-VP16 UAS-luciferase, luminescence, 20 h; Potency, µM (top dose mostly 53.6 µM), without a hit: at the highest dose activity, negative = inhibition, actives largely listed as inhibitors; actives 3.5% (n = 310,000);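 also: Gal4-VP16 expression switched on by copper sulfate through the metallothionein promoter; potency is read from the fitted curve at half-maximal effect; % is scaled to controls: 0 for no effect and ±100 for the full control effect; nearly all actives have a fitted effect of over 50% in size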
# Active calls of the source: *; ? = inconclusive; nt = not tested or not shown; [ ] = another dose, or the depositor's remark. Unless noted, calls follow the shape of the dose curve; as a rule, active = well fitted curve in the direction sought with a large enough effect; inconclusive = small, poorly fitted or top-dose-only effect, or another doubt; inactive = no such curve, though single readings can be large; an effect the other way counts as inactive or inconclusive.
SMILES,BRCA1 expr act,RORgamma inh,FLuc counter,Tb PFK inh,TRPV1 ag,NPC1 promoter act,p53 reactivation,Rab9 promoter act,ELG1 repair inh,ELG1 genotoxic,VP16 counter
Cc1nc2cc(Nc3nnc(-c4ccccc4)c4ccccc34)ccc2n1C,4.5µM*,7.1µM*,0.67µM*,0%,-4,3.5µM*,?,?,?,?,6.3µM*
O=C(Cc1ccccc1)NCCc1cccc(Cl)c1,28%,?,2%,-1%,-2,0%,-1%,5%,15%,5%,-20%
COc1ccccc1CCNC(=O)C(=O)c1cn(CC(=O)N2CCCC2)c2ccccc12,10%,13%,11µM*,-1%,5,23%,11%,26%,27%,2%,-1%
O=C(CNS(=O)(=O)c1ccccc1F)OCC(=O)c1c[nH]c2ccccc12,-7%,nt,?,-2%,1,1%,7%,0%,8%,2%,nt
CN(C)c1ccc(/C=N/NC(=O)CN(c2ccccc2Cl)S(C)(=O)=O)cc1Br,-26%,-9%,-16%,-7%,-2,-1%,-3%,0%,10µM*,-6%,?
COc1ccc(C2=Nc3ccccc3OC2)cc1,49%,4%,0.85µM*,0%,2,1.6µM*,?,1.6µM*,?,0.52µM*,-1%
COc1cc2c(cc1OC)CN(C(=O)CCC(=O)c1ccc(F)cc1)CC2,-34%,nt,nt,-2%,nt,nt,-5%,nt,-11%,-2%,nt
CCCCCC(=O)Nc1cccc(C2=NOC3(C2)C[C@H](C(N)=O)N(C(=O)c2ccccc2)C3)c1 (stereo not given in full),21%,-1%,0%,-4%,11,1%,5%,-7%,24%,1%,-3%
COc1ccccc1CN(C)C(=O)CN1CCN(C(=O)c2cccs2)CC1,10%,nt,7%,-10%,-3,0%,1%,-2%,3%,-1%,nt
Cc1ccccc1NC(=O)NC1(C(=O)NCc2ccco2)CCCCC1,3%,-19%,0%,1%,-1,-3%,1%,2%,-6%,1%,-12%
Cc1ccc(NC(=O)CCNC(=O)c2ccc(Cl)cc2)cc1C,17%,17%,1%,0%,?,2%,-6%,-4%[1.84 µM],?,3%,-9%
CC(=O)c1cc2c(cc1NS(=O)(=O)c1cccc(C(=O)O)c1)OCO2,46%,-33%,2%,3%,-6,1%,2%,-2%,12%,3%,-3%
COc1cccc(-c2nnc(SCCC(=O)O)n2C)c1,6%,10%,5%[2.3 µM],3%,-3,?,-4%,28%,27%,3%,-14%
CCCc1nc2nc(C)c(NS(=O)(=O)c3ccc([N+](=O)[O-])cc3)c(=O)n2[nH]1,-4%,1%,-3%,-11%,5,0%,2%,-5%,-1%,-1%,-4%
O=C(Nc1ccc(N2CCCCCC2)cc1)c1ccccc1Cl,?,18%,11µM*,-2%,?,21%,27%,?,?,?,7%
O=C(N/N=C1\CC(c2ccccc2)Oc2ccccc21)c1ccccn1 (stereo not given),24%,?,-2%,0%,4,-2%,3%,14%,15%,0%,-8%
COc1ccc(-c2csc(Nc3cccnc3)n2)cc1,40%,-22%,6µM*,nt,-3,nt,nt,nt,nt,nt,1%
CC1CN(Cc2c(O)ccc3c(=O)c(-c4ccccc4)coc23)CC(C)O1 (stereo not given),-5%,7%,-1%,1%,0,-2%,-3%,-4%,?,5%,2%
Cc1[nH]nc2c1C1(CCN(C(=O)OCc3ccccc3)CC1)C(C#N)=C(N)O2,-13%,5µM*,5%[2.3 µM],3%,3,17%,1%,18%,2%,3%,?
Cc1cccc(C)c1NC(=O)NC1(C(=O)N2CCN3CCCC3C2)CCCCC1 (stereo not given),1%,-19%,0%,5%,1,-2%,-2%,4%,12%,-2%,12%
NS(=O)(=O)c1ccc(-c2cccc(/C=C3\SC(=O)NC3=O)c2)cc1,-33%,-22%,-12%,5%,1,0%,nt,-6%,-9%,-1%,8%
CCCCCNC(=O)CSC1=N/C(=C\c2ccc(Cl)c(Cl)c2)C(=O)N1CC,-9%,-25%,7%,6%,2,6%,-4%,8%,0%,-3%,1%
CCOC(=O)N1CCN(S(=O)(=O)c2ccc3c(c2)CC(C)N3C(=O)C2CC2)CC1 (stereo not given),-21%,6%,-1%,-3%,5,-4%,-1%,1%,-2%,-2%,-7%
Cn1c(N)c(C(=O)COC(=O)/C=C/c2ccc(Cl)cc2)c(=O)n(C)c1=O,-17%,nt,nt,3%,-3,0%,5%,-5%,-14%,-6%,nt
Cc1[nH]c2ccc(C(=O)OC(C)C(=O)NC3(C#N)CCCCC3)cc2c1C (stereo not given),-29%,nt,-2%,4%,19,-2%,-1%,-1%,8%,2%,nt
Cc1cc(C(F)F)nn1CC(=O)NC1CCCC1,-11%,9%,-2%,-5%,-3,0%,3%,0%,17%,2%,-8%
COc1cc(C2CC(=O)N(CC(=O)NCC3CCCO3)c3ccccc3S2)cc(OC)c1OC (stereo not given),-4%,1%,-2%,-3%,20,0%,0%,-5%,-8%,-4%,-3%
CCc1ccc(C(=O)NC(C(=O)NCC2CCCO2)C(C)C)cc1 (stereo not given),13%,2%,0%,0%,-1,-8%,2%,-3%,2%,-4%,5%[10 µM]
CCOC(=O)c1oc2cc(C)cc(O)c2c(=O)c1-c1csc(C)n1,-23%,26%,?,0%,7,-1%,-4%,-1%,7%,0%,22%
Cc1cccc(CSc2ncnc3nc[nH]c23)c1,12%,12%,1%,-4%,2,-2%,7%,4%,4%,0%,-3%
NC(=O)c1cc(-c2ccccc2)nc(N2CCCCCC2)n1,-43%,-6%,-2%,-2%,2,-7%,-38%[inhibitor],2%,?,0%,-15%
Cc1ccc(C(=O)NCC(=O)OCC(=O)NC(C)c2ccccc2)s1 (stereo not given),2%,-16%,-1%,1%,2,-4%,18%,1%,7%,1%,-25%
COc1ccc(/C=N/NC(=O)c2nn(-c3ccccc3)c(=O)c3c(N)scc23)cc1,-25%,?,9.5µM*,-12%,3,-3%,-6%,4%,?,0%,-13%
O=C(CSc1ccc(Cl)cc1Cl)N1CCC(c2nc3ccccc3s2)CC1,-73%,-1%,1%,-15%,?,-4%,3%,2%,-12%,-7%,-1%
COc1ccccc1OCCc1nnc(N)s1,5%,0%,-2%,-5%,-3,-2%,7%,-3%,7%,4%,10%
Cc1ccc2c(CN3CCN(S(=O)(=O)c4ccc(Cl)cc4)CC3)cc(=O)oc2c1C,-44%,nt,5%,-3%,0,-5%,1%,-6%,?,-3%,nt
Cc1cc(C(=O)NNC(=O)c2ccc(F)cc2)c(C)s1,54%,nt,nt,-2%,nt,nt,11%,nt,?,4%,nt
Cc1noc(C)c1C(=O)Nc1ccc(S(=O)(=O)N2CCCCC2)cc1,-36%,?,0%,-2%,2,-4%,0%,1%,?,-9%,0%
COC(=O)c1cc2occc2n1Cc1cccc(C)c1,10%,?,?,-3%,4,-5%,3%,-9%,-17%,6%,12%
COc1ccccc1CNC(=O)C1CCN(C(=O)[C@@H]2Cc3ccccc3CN2)CC1,22%,-27%,0%,-6%,2,2%,-12%,-1%,?,4%,2%
O=S(=O)(Nc1nc2ccccc2[nH]1)c1ccccc1,1%,-11%,3%,3%,-1,-1%,0%,0%,?,-1%,-6%
O=C(CSc1nccn1-c1cccc(F)c1)NC1CCCC1,-2%,nt,nt,0%,nt,nt,1%,nt,5%,-2%,nt
Fc1ccc(CNc2ncnc3cc(Cl)ccc23)cc1,-28%,-15%,-1%,19µM*,-4,1%,-7%,-2%,?,-2%,?
Cc1ccc(S(=O)(=O)N2CCCCC2CCNC(=O)C(=O)NCc2ccncc2)cc1 (stereo not given),-83%[inhibitor],nt,6%,-6%,27,-4%,-1%,2%,?,-10%,nt
Cc1sc2nc(CSC(C)C(=O)N3CCOCC3)[nH]c(=O)c2c1C (stereo not given),0%,-12%,5%,0%,-3,1%,18%,0%,-2%,-1%,4%
Cc1cc2ccccn2c1C(=O)c1ccc(S(=O)(=O)N(C)C)cc1,-13%,?,1%,4%,6,-8%,-2%,1%,16µM*,-10%,-23%
COc1ccc(S(=O)(=O)N2CCCCCC2)cc1C(=O)N1CCN(c2ccccc2C)CC1,-27%,nt,1%,-1%,7,-7%,-2%,-4%,?,-3%,nt
O=C(O)COc1ccc(Br)cc1CP(=O)(c1ccccc1)c1ccccc1,0%,38%,-4%,4%,3,-4%,-3%,-5%,-9%,0%,-21%
COc1ccccc1C/C(N)=N/OC(=O)COc1ccc(C)cc1,14%,-1%,-3%,1%,5,-4%,-1%,-5%,?,-1%,-2%
COC(=O)c1ccccc1S(=O)(=O)N1CCC(C(=O)N2CCC2)CC1,2%,nt,nt,-28%,0,-1%,7%,-3%,9%,-2%,nt

# Hits appear at their usual frequency; 15% or so of the library scored in one or more.
